Epigenetic reg: regulators of epigenetic silencing causing reporter derepression in mouse cells; murine LDR cells, GFP reporter derepression, 30 h; Potency, µM (doses to about 53.9 µM), for the others: at the top dose GFP activation, actives largely listed as activators; 0.2% of 280,000 active; AID 1865; active = well fitted activation curve with a large enough effect; inconclusive = small, poorly fitted or top-dose-only effect; also: % of control where 0% means no effect; nearly all actives have a fitted effect of over 60% in size
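Murine LDR cells carrying a silenced, genomically integrated CMV-driven GFP reporter were exposed to compound for 30 hours at 37 C. After PBS washes, GFP-positive cells (20–120 um objects) were counted by laser-scanning microplate cytometry.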
Numbers without * were called inactive; ? = inconclusive. Potency is read from the fitted curve at half-maximal effect.

Epigenetic reg | mol
-2.1% | COc1ccccc1C(=O)Oc1c(Sc2ccccc2)c(C)nn1-c1ccccc1
3.7% | CCOc1ccc(-c2cc(NC(=O)Nc3ccc(Cl)cc3)c(C(=O)OC)s2)cc1
-2.8% | Cc1ccc(Nc2c(-c3ccc(N4CCOCC4)cc3)nc3c(C)cccn23)cc1
0.3% | CCC1=C(c2ccc(C)cc2)S(=O)(=O)N=C1N1CCC(C(=O)NCCc2ccc(Cl)cc2)CC1
-2.5% | COc1cc2nc(Nc3ccc(C)c(C)c3)nc(N)c2cc1OC
2.1% | O=C(CSc1nnc(-c2ccccc2)c(-c2ccccc2)n1)NC1CCCC1
0.1% | Cc1ccc(C(=O)c2oc3ccccc3c2NC(=O)COc2ccc(Cl)c(C)c2)cc1
-2.8% | CCc1ccc(N2CC(c3nc4ccccc4n3Cc3ccccc3C)CC2=O)cc1 (stereo not given)
1.0% | Cc1ccc(-c2cc3nc(-c4ccccc4)cc(C(F)(F)F)n3n2)cc1
-3.0% | CCC(C)NC(=O)c1c(-c2ccccc2)c(-c2ccccc2)nn(C)c1=O (stereo not given)
-1.9% | COc1ccc(-c2noc(CSc3nnc(-c4ccncc4)n3-c3ccc(OC)cc3)n2)cc1
-0.4% | CCCN(CCC)C(=O)Cn1c(=O)n(-c2ccc(OC)cc2)c(=O)c2ccc(C(=O)NCc3ccc(C)cc3)cc21
-1.0% | COc1ccc(C2c3c(oc4ccccc4c3=O)C(=O)N2Cc2ccc3c(c2)OCO3)cc1 (stereo not given)
1.0% | CCc1nnc2c3ccccc3nc(Nc3ccc(F)cc3C)n12
-1.1% | CCc1cccc(NC(=O)CCc2nc3cccnc3n2Cc2ccc(OC)cc2)c1
0.0% | COc1cc2ncc(C(=O)c3ccc(C)cc3)c(N3CCCCC3)c2cc1OC
-5.3% | O=C1c2ccccc2-c2onc3c(N4CCN(C5CCCCC5)CC4)cc(NCCO)c1c23
0.9% | COC(=O)CN1C(=O)CSc2ccc(S(=O)(=O)Nc3cccc(C)c3C)cc21
-1.2% | CCOc1ccccc1C(=O)N(Cc1ccco1)Cc1ccco1
-2.5% | COc1ccc(NC(=O)CCc2c(C)nc3nc(CNC(=O)OC(C)(C)C)nn3c2C)cc1OC
-0.9% | CCOc1ccc(-n2c(=O)c3c(C)c(C)sc3n(CC(=O)N3CCC(C)CC3)c2=O)cc1
-0.5% | CCN(CC)CCNC(=O)c1ccc2c(=O)n3nc(Nc4ccccc4OC)sc3nc2c1
? | NC(=O)CSc1ncc2c(n1)-c1ccccc1N(Cc1cccc(F)c1)S2(=O)=O
2.5% | Cc1ccc2oc(=O)c3cnn(CC(=O)Nc4cccc(C(F)(F)F)c4)c3c2c1
0.9% | COc1ccc(Nc2nc3ccc(C)cc3nc2-n2nc(C)cc2C)cc1Cl
? | Cc1ccc(NC(=O)C2CCCN(S(=O)(=O)c3ccc4c(c3)oc(=O)n4C)C2)cc1Cl (stereo not given)
2.2% | Cc1oc(-c2ccc(Cl)cc2)nc1CN1CCCC(C(=O)NCc2ccc(Cl)cc2)C1 (stereo not given)
0.0% | Cc1cccc(NC(=O)c2cc3c(C)nn(-c4ccccc4)c3s2)c1
-1.3% | COc1ccc(NC(=O)C(NC(=O)/C=C\c2ccc3c(c2)OCO3)c2ccc(OC)cc2)cc1 (stereo not given)
-0.2% | Cc1nn(-c2ccccc2)c(OC(=O)c2ccc(F)cc2)c1S(=O)(=O)c1ccccc1
0.4% | COc1ccc(NC(=O)CSc2nc(-c3ccccc3)[nH]c2-c2ccccc2)cc1OC
-1.5% | O=C(NCc1ccc(F)cc1)c1ccc(CS(=O)Cc2ccc(Cl)cc2)o1 (stereo not given)
4.9% | COc1ccc(CNC(=O)C(C)n2nc(C)c3sc4ccccc4c3c2=O)cc1OC (stereo not given)
0.0% | CCCc1c(C(=O)OCC)nnc2c(-c3ccccc3)c(C)nn12
-1.8% | COc1ccc(OC)c(-n2nnc(-c3nc(-c4ccc5c(c4)OCO5)no3)c2C)c1
-0.7% | COc1cccc(NC(=O)CCc2nc(-c3cccs3)no2)c1
-3.6% | CN1CCN(c2nc3c(S(=O)(=O)c4ccc(Cl)cc4)nnn3c3ccsc23)CC1
-2.7% | Cc1ccc(C)c(CSc2nnc(C)n3c2cc2sccc23)c1
-2.9% | CCCCC12CN3CC(C)(CN(C1)C3c1c[nH]c3ccccc13)C2=O (stereo not given)
-4.7% | COc1ccccc1NC(=O)Cn1c(=O)c(CNc2ccccc2)cc2cc(OC)c(OC)cc21

Next section (four carried over from the part before).
Epigenetic reg | mol
-3.6% | CN1CCN(c2nc3c(S(=O)(=O)c4ccc(Cl)cc4)nnn3c3ccsc23)CC1
-2.7% | Cc1ccc(C)c(CSc2nnc(C)n3c2cc2sccc23)c1
-2.9% | CCCCC12CN3CC(C)(CN(C1)C3c1c[nH]c3ccccc13)C2=O (stereo not given)
-4.7% | COc1ccccc1NC(=O)Cn1c(=O)c(CNc2ccccc2)cc2cc(OC)c(OC)cc21
-0.8% | Cc1ccc(NC(=O)/C(C#N)=C/c2cc(C)n(-c3ccc(Br)cc3)c2C)cc1C
0.3% | CCC(=O)N1CCc2cc(Br)cc(S(=O)(=O)CCC(=O)N3CCN(c4cccc(C)c4)C(C)C3)c21 (stereo not given)
0.8% | O=C(c1ccc2c(c1)N(Cc1ccccc1F)C(=O)c1ccccc1S2(=O)=O)N1CCN(c2ccccn2)CC1
0.0% | COc1ccc(OC)c(NC(=O)N2CCC3(CC2)Oc2ccccc2C(=O)N3Cc2ccccc2F)c1
-1.0% | CN(C)S(=O)(=O)N(CC(=O)NCCSCc1ccc(Cl)cc1Cl)c1ccccc1
-0.1% | N#Cc1nc(COc2ccccc2Cl)oc1NCCc1ccccc1
1.3% | CC1CCN(C(=O)Cn2cc(SCC(=O)NCc3ccccc3Cl)c3ccccc32)CC1
0.0% | O=C(Nc1cccc(Cl)c1)C1CCCN1S(=O)(=O)c1cccc2cccnc12 (stereo not given)
2.0% | CCCSc1nc2sc3c(c2c(=O)n1-c1cccc(Br)c1)CC(C)(C)OC3
-2.1% | Brc1ccc(-c2ccc(CNCCSc3nnnn3-c3ccccc3)o2)cc1
1.6% | CCN(CC)c1cc(C)c2cc(NC(=O)c3ccc(F)cc3Cl)ccc2n1
-2.2% | COc1ccccc1CNC(=O)CCS(=O)(=O)c1ccc2c(c1)CC(C)N2C(=O)C1CC1 (stereo not given)
-0.1% | Cc1ccc(CCNC(=O)CCCn2c(=O)c3ccccc3n(Cc3ccccc3C)c2=O)cc1
2.4% | CC(C)CCn1c(=O)c2sccc2n2c(CCCC(=O)NCc3ccc(F)cc3)nnc12
-1.1% | COc1ccc(-c2nc(CSCC(=O)N3CCN(c4ccc(OC)cc4)CC3)c(C)o2)cc1
1.0% | CCCn1c2ccccc2c2nnc(SCC(=O)Nc3cccc(C(C)=O)c3)nc21
-2.6% | CCc1cccc(NC(=O)Cn2nc(-c3cc(C)ccc3C)ccc2=O)c1
8.1% | CCOc1ccc(NC(=O)CSc2ncc3c(n2)-c2cc(Cl)ccc2N(C)S3(=O)=O)cc1
5.1% | COc1ccc(NC(=O)Nc2cc(-c3cn4cccnc4n3)ccc2OC)cc1
-0.9% | CCC(C)NC(=O)Cn1c(=O)n(-c2ccc(OC)c(OC)c2)c(=O)c2ccccc21 (stereo not given)
0.0% | Cc1cccc(NC(=O)CCN2CCN(c3ccccc3F)CC2)c1
3.9% | CCc1ccccc1NC(=O)Cn1c(=O)n(-c2cccc(C)c2)c(=O)c2c1c1cc(OC)ccc1n2C
0.8% | O=C(c1ccc2c(c1)N(Cc1ccc(Cl)cc1)C(=O)c1ccccc1S2(=O)=O)N1CCOCC1
0.3% | Cc1cc(-c2ccc(S(=O)(=O)Nc3cc(Cl)ccc3C)s2)on1
6.4% | CSCCC(NS(=O)(=O)c1ccc2c(c1)oc(=O)n2C)C(=O)Nc1ccc(Cl)cc1 (stereo not given)
2.9% | CCOc1ccc(CNC(=O)Cn2ccc3cc(S(=O)(=O)N4CCCCCC4)ccc32)cc1
-1.6% | COc1ccc(CCNCc2c(C(=O)O)c(C)n(Cc3c(F)cccc3Cl)c2C)cc1OC
-0.9% | O=C(CCNS(=O)(=O)c1ccc(Br)s1)Nc1ccc(Br)cc1
1.1% | CCc1ccc2oc(-c3cccc(NC(=O)c4ccc(-c5cccc([N+](=O)[O-])c5)o4)c3)nc2c1
2.6% | CCOc1ccc2oc(=O)cc(CN3CCN(C(=O)c4ccc(Cl)cc4)CC3)c2c1
-1.5% | O=C1CN(C(=O)COc2ccc(Cl)cc2Cl)C(c2ccccc2)c2cc(F)ccc2N1 (stereo not given)
7.1µM* | CCN(CC)c1ccc2cc(-c3nc(-c4cccs4)no3)c(=O)oc2c1
-4.1% | Cc1ccc(C)c(N2CCN(C(=O)Cn3c(C)c4cnn(-c5ccccc5)c(=O)c4c3C)CC2)c1
-1.9% | CCCOc1ccc(CN(C(=O)Cc2coc3ccc(CC)cc23)C2CCS(=O)(=O)C2)cc1 (stereo not given)
-0.9% | O=C(CSc1nc(-c2ccc(Cl)cc2)nc2c1Cc1ccccc1O2)N1CCCCC1
3.7% | Cc1ccccc1NC(=O)CSCn1nnc2c(=O)[nH]c(Cc3ccc(F)cc3)nc21
16% | Cc1ccc(NC(=O)Cn2c(=O)n(Cc3ccco3)c(=O)c3oc4ccccc4c32)cc1C
14% | CCCNC(=O)CSc1cn(CC(=O)N2CCCCCC2)c2ccccc12
-0.1% | CC(C)CCn1c(=O)c2sccc2n2c(CCCC(=O)Nc3ccc(F)c(Cl)c3)nnc12
-0.5% | COc1cccc(CNC(=O)CC(c2ccc(C)cc2)N2Cc3ccccc3C2=O)c1 (stereo not given)
-2.1% | Cc1ccccc1NC(=O)c1sc2nc3n(c(=O)c2c1C)N=C(c1ccccc1)CS3
0.0% | COc1ccc(CCNC(=O)CCc2c(C)nc3cc(-c4cccc(F)c4)nn3c2C)cc1OC
0.0% | COc1cccc(NC(=O)c2sc3nc(C)c(C(=O)Nc4ccc(C)cc4C)c(-c4ccccc4Cl)c3c2N)c1
-2.9% | O=[N+]([O-])c1cc(-c2nc(-c3ccccc3)no2)ccc1N1CCOCC1
-5.8% | Cc1ccccc1NC(=O)Nc1nnc(N(C)Cc2ccccc2)s1
-0.1% | Cc1ccc(S(=O)(=O)c2nnn3c2nc(NC2CCCCC2)c2sccc23)cc1
0.0% | CCOc1ccc(NCc2cccn2-c2nnc(N3CCC(C(=O)NCCOC)CC3)s2)cc1
3.9% | COc1ccc(CCNC(=O)NCc2noc3ccccc23)c(OC)c1
6.1% | CC1(C)CC(=O)c2cc(C(=O)Nc3ccc(Br)cc3)c(=O)n(-c3ccc(Cl)cc3)c2C1
0.3% | CCOc1ccccc1-n1nnc(-c2nsc(NC(=O)c3ccc(C)cc3)n2)c1C
-1.0% | Cc1ccccc1NC(=O)c1sc2nc(N3CCOCC3)c3c(c2c1N)CC(C)(C)OC3
1.9% | COc1ccc(CCN2C(=O)NC(NC(=O)c3ccccc3OC)(C(F)(F)F)C2=O)cc1OC (stereo not given)
-1.1% | CCOC(=O)c1c(NC(=O)C(C)Sc2cn(CCNC(=O)c3c(F)cccc3F)c3ccccc23)sc2c1CCC2 (stereo not given)
-3.2% | Cc1cccc(-c2nc3c(C#N)c[nH]n3c2NC2CCCCC2)c1
1.9% | CCc1ccc(NC(=O)c2cc(=O)c3ccc(C)c(C)c3o2)cc1
7.5% | CCC1CCc2nc3sc(C(=O)Nc4cccc(F)c4)c(N)c3cc2C1 (stereo not given)
0.0% | CC1CCN(S(=O)(=O)c2ccc3c(c2)N(CC(=O)NCCN(C)C)C(=O)CS3)CC1
0.3% | CCCn1c(=N)c(C(=O)NCC2CCCO2)cc2c(=O)n3cc(C)ccc3nc21 (stereo not given)
-1.1% | CCCCNC(=O)c1ccc2c(c1)N(Cc1ccc(F)cc1)C(=O)c1ccccc1S2=O (stereo not given)
0.8% | O=C(CSc1nc(-c2cccs2)nc2cc(=O)[nH]n12)Nc1ccccc1F

An excerpt of these results, as tab-separated lines:
SMILES	Epigenetic reg
CCCOc1ccc(CN(C(=O)Cc2coc3ccc(CC)cc23)C2CCS(=O)(=O)C2)cc1 (stereo not given)	-1.9%
O=C(CSc1nc(-c2ccc(Cl)cc2)nc2c1Cc1ccccc1O2)N1CCCCC1	-0.9%

Further records follow.
Epigenetic reg | mol
0.9% | Cc1ccccc1NCc1nc2ccccc2n1CCOc1ccccc1
-1.5% | COc1ccc(OC)c(NC(=O)c2cn(CC(C)C)c(=O)c3cc(OC)c(OC)cc23)c1
1.1% | O=C(c1cc2c(=O)[nH]c3ccccc3c2s1)N1CCN(c2ccc(F)cc2)CC1
-1.0% | CCOc1cccc(C2c3c(oc4ccc(F)cc4c3=O)C(=O)N2CCOC)c1 (stereo not given)
0.0% | Cc1cc2nn(-c3ccccc3)nc2cc1NC(=O)c1cccc2c(Cl)cccc12
0.1% | CCc1cccc(NC(=O)C(Cc2ccccc2)NS(=O)(=O)c2cccs2)c1 (stereo not given)
0.0% | CCOc1ccc(NCc2cccn2-c2nnc(N3CCC(C(=O)NCc4ccc(C)cc4)CC3)s2)cc1

Structures shown so far containing an NH in an aromatic ring (six):
Epigenetic reg | mol
0.4% | COc1ccc(NC(=O)CSc2nc(-c3ccccc3)[nH]c2-c2ccccc2)cc1OC
-2.9% | CCCCC12CN3CC(C)(CN(C1)C3c1c[nH]c3ccccc13)C2=O (stereo not given)
3.7% | Cc1ccccc1NC(=O)CSCn1nnc2c(=O)[nH]c(Cc3ccc(F)cc3)nc21
-3.2% | Cc1cccc(-c2nc3c(C#N)c[nH]n3c2NC2CCCCC2)c1
0.8% | O=C(CSc1nc(-c2cccs2)nc2cc(=O)[nH]n12)Nc1ccccc1F
1.1% | O=C(c1cc2c(=O)[nH]c3ccccc3c2s1)N1CCN(c2ccc(F)cc2)CC1

Some of the compounds tested; rates above refer to the full screens.
